Cl transport mod = modulators of human KCC2 chloride dependent transport. Q9H2X9. KCC2 cells, thallium flux FluoZin-2 fluorescence. B-score of Tl+ flux slope (higher = more flux/activation; lower = inhibition) at 10 µM. 190,000 compounds, 2.2% hits. AID 1456;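 active = thallium flux slope and its plate-corrected score both differing from the plate sample mean at a set confidence after two filtering rounds, in either direction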;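 also: slope of fluorescence scaled to starting intensity during 10 to 20 s after thallium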
hK5 inh = blocks human kallikrein 5 protease activity. Q9Y337. recombinant hK5, fluorogenic AMC substrate cleavage. inhibition, % at 5 µM. 210,000 compounds, 0.59% hits;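 active = inhibition of 40% or more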;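 also: 0% = enzyme controls without compound and 100% = no-enzyme blanks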
Target sequence (Q9Y337 67-293 limits assumed): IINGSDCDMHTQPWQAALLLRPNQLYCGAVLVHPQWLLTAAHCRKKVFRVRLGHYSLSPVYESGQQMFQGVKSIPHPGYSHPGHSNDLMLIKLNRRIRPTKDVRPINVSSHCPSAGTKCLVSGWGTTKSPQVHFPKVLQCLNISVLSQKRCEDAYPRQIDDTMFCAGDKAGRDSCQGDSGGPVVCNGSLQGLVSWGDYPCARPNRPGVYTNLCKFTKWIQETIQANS
thrombin 1536 = inhibitors of human thrombin; alpha-thrombin, Boc-VPR-AMC fluorogenic substrate cleavage; 220,000 compounds, 0.26% hits; P00734; inhibition, % at 5 µM;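 active = inhibition at or above 40%; inactive = inhibition below 40%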;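 also: 0% = enzyme with no compound and 100% = wells without enzyme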
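System – human alpha-thrombin protein · Reagent – Boc-VPR-AMC substrate, 15 µM final · Compound – 5 µM single dose in 0.2% DMSO · Schedule – reaction at room temperature · Technique – AMC fluorescence at 355 nm excitation and 460 nm emission · Read-out basis – % inhibition relative to enzyme controls and enzyme-free blanks · Control set – no-compound enzyme wells and no-enzyme blanks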
Furin inhibitor = inhibitors of human furin | AID 463115 | 220,000 compounds, 0.061% hits | P09958 | inhibition, % at 30 µM | purified furin, fluorogenic substrate cleavage; in the data active = inhibition above about 25%; also: inactives centre near -15
Target sequence (P09958 108-714 limits assumed): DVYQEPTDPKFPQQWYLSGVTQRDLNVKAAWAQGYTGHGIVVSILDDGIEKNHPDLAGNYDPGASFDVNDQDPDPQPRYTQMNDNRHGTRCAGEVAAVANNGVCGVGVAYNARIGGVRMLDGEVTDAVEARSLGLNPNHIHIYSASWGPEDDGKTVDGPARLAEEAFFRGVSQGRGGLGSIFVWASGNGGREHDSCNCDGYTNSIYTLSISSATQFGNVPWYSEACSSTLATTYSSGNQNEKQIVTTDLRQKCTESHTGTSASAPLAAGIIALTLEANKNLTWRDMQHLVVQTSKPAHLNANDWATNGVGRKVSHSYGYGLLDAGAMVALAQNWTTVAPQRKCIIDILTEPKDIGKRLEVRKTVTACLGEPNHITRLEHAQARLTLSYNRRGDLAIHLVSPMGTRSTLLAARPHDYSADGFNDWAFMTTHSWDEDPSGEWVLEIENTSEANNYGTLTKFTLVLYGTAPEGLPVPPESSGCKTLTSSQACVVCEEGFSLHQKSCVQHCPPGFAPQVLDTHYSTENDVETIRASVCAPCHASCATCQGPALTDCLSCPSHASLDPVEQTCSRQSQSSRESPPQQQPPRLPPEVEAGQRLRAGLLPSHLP
14-3-3 Bad PPI = disrupts binding of bovine 14-3-3 zeta to phospho-Bad peptide. P63103. TR-FRET 14-3-3zeta/Dy647-pBad peptide displacement, 1 h. 220,000 compounds, 0.71% hits. inhibition, % at 21.7 µM;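 active = inhibition above about 70%, limit read from the data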;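 also: 0% = full 14-3-3 plus peptide FRET controls and 100% = background without 14-3-3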
NCF1 inh = inhibitors of human p47phox binding; AID 1274; P14598; 220,000 compounds, 0.53% hits; inhibition, % at 24.7 µM; p47phox/p22phox peptide binding, fluorescence polarization, 2 h;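 also: 0% = p47phox with labelled peptide and 100% = labelled peptide alone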
eIF4E-4G inh = eIF4E/eIF4G interaction inhibition in translation initiation; TR-FRET eIF4E-eIF4GI(517-606) binding, 2 h; inhibition, % at 21.7 µM; 220,000 compounds, 0.37% hits; AID 782;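 also: 0% = full FRET control wells and 100% = background wells lacking eIF4GI fragment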
Rad51 HR inh = blocks human Rad51 in homologous recombination; AID 1385; Q06609; hRad51 DNA strand exchange, fluorescence dequenching; 200,000 compounds, 0.085% hits; inhibition, % at 10 µM;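 active = inhibition above 40% at the single screening dose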;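 also: 0% = DMSO control wells and 100% = blanks with heterologous ssDNA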
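Read-out basis: percent inhibition relative to plate controls and blanks / Assay system: human Rad51 nucleoprotein filaments preassembled on unlabelled ssDNA / Timing: filaments 15 min 37 °C, then compound 30 min / Control set: per-plate controls and blanks / Technique: fluorescence dequenching at 485/520 nm / Compound: 10 µM final, single point / Also added: Fluorescein- and BHQ1-tagged 47-mer duplex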
EBV gp42 block = blocks Epstein-Barr virus glycoprotein 42 binding. inhibition, % (tested at 21.74 µM). AID 1085. 220,000 compounds, 0.42% hits. Fluorescence polarization binding assay, mP read-out; in the data active = inhibition above about 50%
Target sequence (Q1HVG2 whole entry, looked up): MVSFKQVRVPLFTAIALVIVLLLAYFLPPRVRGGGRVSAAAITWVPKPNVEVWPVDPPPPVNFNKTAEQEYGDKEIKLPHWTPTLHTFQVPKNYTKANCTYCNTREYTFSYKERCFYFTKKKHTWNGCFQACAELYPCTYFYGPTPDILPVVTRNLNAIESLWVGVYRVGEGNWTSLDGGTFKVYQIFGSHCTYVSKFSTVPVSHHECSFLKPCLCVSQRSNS
* marks the source's active call; other numbers are inactive results; i = inactive; · = not tested or not shown; & = joins results of further samples; ! = not confirmed by another sample; [ ] = another dose, or the depositor's remark.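 The calls were made as follows, unless noted: active = inhibition above about 30% (limit read from the data); inactive = the rest.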

#	Structure	eIF4E-4G inh	Furin inhibitor	Cl transport mod	NCF1 inh	hK5 inh	14-3-3 Bad PPI	thrombin 1536	EBV gp42 block	Rad51 HR inh
1	Cn1ccnc1SCCNC(=O)CCc1nnc(CCCCc2ccccc2)o1	-2	-28	·	-6	·	-6	1	-10	13
2	O=C(NCCCn1ccnc1)c1ccc(S(=O)(=O)N2CCOCC2)cc1	-1	-27	-1	-1	3	-5	-4	-4	10
3	O=C(O)c1ccc(/C=N/NC(=O)c2cc(-c3cccs3)nc3ccccc23)cc1	2	-16	0.035	-13	-17	-9[fluorescence artefact?]	-7	0	9
4	COC(=O)/C=C1\S/C(=N/NC(=O)c2ccccc2)NC1=O	-2	-5[20 µM]	1.1	-8	-2	9	-6	34	3
5	Cc1ccc(N=C(N)N=C(N)N)cc1	-7	-15	0.072	-18	-1	4	0	-13	10
6	CCOC(=O)c1c(-c2ccc(C)o2)csc1NC(=S)NC(=O)N(C)C	-3[fluorescence artefact?]	-3[20 µM]	·	-8	3	-2	-5	12	2
7	CCNc1nc(CN2CCOCC2)nc2sc3c(c12)CCC3	7[fluorescence artefact?]	-11[20 µM]	·	0	9	4	-4	-6	-3
8	CCOC(=O)Cn1c(=O)oc2cc(S(=O)(=O)NCc3cccs3)ccc21	54*[fluorescence artefact?]	-16	-0.29	-5	-1	-5	-7	-5	-5
9	COc1ccc(/C(N)=N/OC(=O)c2ccco2)cc1OC	-3	-15	0.78	0	0	-10	6	-9	18
10	CCCOc1ccc(N2C(=O)CC(NCc3ccncc3)C2=O)cc1 (stereo unspecified)	-2[fluorescence artefact?]	-14[20 µM]	0.57	-3	-7	-6[fluorescence artefact?]	2	-11	-5
11	CCCCNC(=O)C1CCC(CNc2nc(=S)[nH]c3ccccc23)CC1 (stereo unspecified)	2	-17	1.1	-5	-4	-13	-8	1	-5
12	CCC(CC)c1nc2cc(OC)c(OC)cc2c(=O)o1	-10[fluorescence artefact?]	-28	0.093	-13	6	-12[fluorescence artefact?]	7	-12	-5
13	CC(NC(=O)Cn1nnc(-c2ccncc2)n1)c1ccccc1 (stereo unspecified)	-3	9[20 µM]	-0.25	2	-4	-11[fluorescence artefact?]	-3	-5	-5
14	N#CCCn1cc(C(=O)O)c(-c2cccs2)n1	-1	2	0.96	5	4	8	1	-4	3
15	COc1ccc(-c2c[n+]3c(n2-c2ccccc2)SCC3)cc1	4	-26	0.29	-4	-1	-3	-2	-16	·
16	COc1ccc(C(CNC(=O)c2ccccc2C)N2CCCC2)cc1 (stereo unspecified)	2[fluorescence artefact?]	-11[20 µM]	-0.027	-5	6	12	2	-1	-6
17	Oc1c(Br)cc(/C=N/NC(=S)NCC2CCCO2)cc1Br (stereo unspecified)	6	-10	0.11	-12	0	-4	-2	-6	-9
18	Cc1ccc(/C=N/NC(=O)C[n+]2ccccc2)s1	1	-15	0.38	3	1	-4	-6	-7	-10
19	O=C(Cc1cccs1)N(c1ccccc1)C1C=CS(=O)(=O)C1 (stereo unspecified)	3	-11[20 µM]	-0.024	-13	3	11	1	-11	1
20	CS(=O)(=O)N(CC(=O)NC1CC2CCC1C2)c1ccc(Oc2ccccc2)cc1 (stereo unspecified)	3	-20	0.01	-9	-4	-2	-10	-4	-3
21	CCOc1ccccc1-n1nnnc1SCC(=O)NCc1ccco1	2	-20	-1.6	-39	2	1	-7	8	0
22	CC1CN(Cc2nc3c(c(=O)n(C)c(=O)n3C)n2CCCO)CC(C)O1 (stereo unspecified)	2	-29	1.4	3	-13	0	2	-14	2
23	Cc1ccc(SCC(=O)Nc2ncc(C)s2)cc1	10	-6[20 µM]	-0.32	0	21	2	-1	-32	5
24	CCCn1c(SCC(=O)Nc2ccc(S(=O)(=O)N(C)C)cc2)n[nH]c1=O	3	-20	-0.97	11	-3	-3	-10	-15	-12
25	N#Cc1ccc(C23CC4(C2)[C@H](CN(Cc2ccc(C(F)(F)F)cc2)[C@@H]4c2ccccc2)C3c2ccc(C(F)(F)F)cc2)cc1 (stereo partly specified)	3	-20	0.45	-35	3	-1	3	-32	2
26	NS(=O)(=O)c1ccc(NC(=O)COC(=O)CCNC(=O)NC23CC4CC(CC(C4)C2)C3)cc1	4	-16	1.4	-1	-8	-4[fluorescence artefact?]	2	-30	1
27	O=C(c1cc(COc2ccc(F)cc2Cl)on1)N1CCc2ccccc2C1	-1	-14	-0.93	9	·	2	0	1	·
28	COc1cc(OC)cc(C(=O)N2CCN(C(=O)COc3ccc4ccccc4c3)CC2)c1	0	-9	-0.0051	-19	-22	-2[fluorescence artefact?]	-6	-3	-2
29	Cc1cccc(C)c1NC(=O)C1(NC(=O)c2cnccn2)CCCCC1	-2[fluorescence artefact?]	-24	0.52	-9	-3	2[fluorescence artefact?]	-3	-13	-2
30	C=C(C)CNC(=S)Nc1cccc(N)n1	-1	0	1.5	0	41*	4	11	8	-19
31	CCN(CC)C(=O)c1c(-c2ccccc2)oc2ccc(OC)cc12	4	-13	-1.6	3	-3	6	-1	4	·
32	CCOC(=O)c1[nH]c2cc3c(cc2c1NC(=O)CN1CCc2ccccc2C1)OCO3	·	-19	0.61	·	-19	·	-4	·	·
33	O=C(Nc1ccc(N2CCCCC2)c(Cl)c1)c1ncn[nH]1	-4	-24	·	-9	11	0	-5	0	3
34	COc1cccc(SCC2(O)CCN(C(=O)c3ccc(Cl)cc3)CC2)c1	-2	-11	-0.61	-10	-13	27	2	1	2
35	CS(=O)(=O)c1ccc(SCC(=O)NC2CCS(=O)(=O)C2)c([N+](=O)[O-])c1 (stereo unspecified)	-2	-11	0.27	-4	-5	1	-4	-3	0
36	CCN(CC)CCNC(=O)c1ccc(NS(=O)(=O)c2ccc3c(c2)OCCO3)cc1	-9	-24	1.9	-12	-26	-4	-4	5	16
37	COc1cc(OC)cc(C(=O)N2CCN(C(=O)c3cccc(F)c3)CC2)c1	-2[fluorescence artefact?]	-24[20 µM]	·	8	-32	8[fluorescence artefact?]	-7	-19	5
38	Cc1ccc(OCC(=O)N2CCN(S(=O)(=O)c3ccccc3)CC2)c([N+](=O)[O-])n1	3	-17	-0.012	3	0	11[fluorescence artefact?]	-3	-8	0
39	Cc1ccn2c(C(=O)CSc3ccc(Cl)cc3Cl)c(C)nc2c1	0	-12	·	-2	14	-7	2	-2	-4
40	CCCCOC(=O)NCN1C(=O)C2C3C=CC(C3)C2C1=O (stereo unspecified)	3	-13[20 µM]	0.021	-1	27	-2	38	-11	-6

Pulled by structure from above (4):
#	Structure	eIF4E-4G inh	Furin inhibitor	Cl transport mod	NCF1 inh	hK5 inh	14-3-3 Bad PPI	thrombin 1536	EBV gp42 block	Rad51 HR inh
39	Cc1ccn2c(C(=O)CSc3ccc(Cl)cc3Cl)c(C)nc2c1	0	-12	·	-2	14	-7	2	-2	-4
37	COc1cc(OC)cc(C(=O)N2CCN(C(=O)c3cccc(F)c3)CC2)c1	-2[fluorescence artefact?]	-24[20 µM]	·	8	-32	8[fluorescence artefact?]	-7	-19	5
34	COc1cccc(SCC2(O)CCN(C(=O)c3ccc(Cl)cc3)CC2)c1	-2	-11	-0.61	-10	-13	27	2	1	2
29	Cc1cccc(C)c1NC(=O)C1(NC(=O)c2cnccn2)CCCCC1	-2[fluorescence artefact?]	-24	0.52	-9	-3	2[fluorescence artefact?]	-3	-13	-2

(list continues)
#	Structure	eIF4E-4G inh	Furin inhibitor	Cl transport mod	NCF1 inh	hK5 inh	14-3-3 Bad PPI	thrombin 1536	EBV gp42 block	Rad51 HR inh
41	O=C(Nc1cc(Cl)cc(Cl)c1)N1CCCC1	0	-7	0.19	-19	0	-6	-11	-19	·
42	Cc1cccc(C(=O)Oc2ccc(/C=N/NC(=O)c3ccncc3)cc2)c1	8	-28	0.44	-4	5	-15	-11	-6	23
43	CN=C1SC(CC(=O)Nc2cccc(Cl)c2Cl)C(=O)N1C (stereo unspecified)	4	-33	0.96	3	-19	-10	-12	-7	0
44	O=C(C1CC1)N(Cc1ccco1)c1nc(-c2ccccc2)cs1	2	-15[20 µM]	-0.75	-46	0	4	-6	-14	-2
45	CC(C)CSC1=NSC2=NC(=O)/C(=C\c3ccccc3)C(=N)N12	6	-4	139*	-11	10	51	7	0	-23
46	CCCn1c(C)cc(C(=O)Cn2nnc3ccccc3c2=O)c1C	1	-20	-0.6	-11	4	-27	-1	-3	9
47	CCCCC(CC)CNC(=O)CC1Nc2c3ccccc3nc(=S)n2C1=O (stereo unspecified)	3	-29	0.095	1	·	-7	-6	-4	·
48	CCOc1ccc(N(CCC#N)S(=O)(=O)c2ccc(OC)cc2)cc1	2	-1	0.26	-14	-18	-1	-6	-11	-3
49	Cc1[nH]nc(-c2ccc(OCc3cnn(-c4ccccc4)c3)cc2O)c1Oc1ccccc1F	-1	-12[20 µM]	0.38	-6	-13	2	-2	-5	1
50	S=C(Nc1ccccc1)N1CCn2cccc2C1c1cccnc1 (stereo unspecified)	0	-11	0.37	-6	-3	-4	-3	-4	-1
51	O=C(CN1CCN(c2ncc(C(F)(F)F)cc2Cl)CC1)NC(=O)NCc1ccccc1	-4	-4	1.7	3	2	9	3	-4	-7
52	CC(=O)N1C(=O)/C(=C2\SC(=S)N(c3c(C)n(C)n(-c4ccccc4)c3=O)C2=O)c2ccccc21	-2	-5	-0.15	13	10	4[fluorescence artefact?]	50*	2	1
53	CCCCN(N=Nc1nonc1OC)c1nonc1OC	11	-13[20 µM]	-0.14	-8	-12	7[fluorescence artefact?]	-5	-21	-2
54	COc1ccc(CCNC(=O)/C=C\c2ccccc2)cc1OC	-1	-13	-0.049	0	-7	4	-4	2	16
55	COC(=O)c1cc(-c2ccc(OC)cc2)on1	1	-8	-3.6	1	-1	-4	0	-5	-78
56	CCOc1ccccc1N(C(=O)CNS(=O)(=O)c1ccccc1)C(CC)C(=O)NCc1ccco1 (stereo unspecified)	2	-2[20 µM]	-1.5	-5	-21	-21[fluorescence artefact?]	-1	-21	-4
57	CC(=O)c1cccc(N(C(=O)c2cnccn2)C(C(=O)NCc2ccccc2)c2ccco2)c1 (stereo unspecified)	-2	-22[20 µM]	0.31	-9	-16	-16	-10	0	-2
58	COc1ccc(C(=O)Nc2nc3cc(OC)c(OC)cc3c(=O)[nH]2)cc1	-13	-24[20 µM]	-0.46	-5	-11	4	-2	11	0
59	O=C(OCc1ccc(Cl)cc1)c1cnccn1	0	-11[20 µM]	·	-1	7	-4	0	6	-5
60	CCc1c(O)nc(SCC(=O)Nc2ccc3c(c2)CCC3)[nH]c1=O	6	-20	1.1	-33	0	-6	-5	-11	3
61	O=C(c1cccnc1)N1CCCc2ccccc21	18	0	1.4	-7	-13	-12	-4	7	-6
62	Cc1cc(NCC(c2ccccc2)c2ccccc2)n2ncnc2n1	1	-5	-1.2	0	3	-2	-11	1	-8
63	CC/C(C)=N/Nc1ccc(S(=O)(=O)N2CCCC2)cc1[N+](=O)[O-]	14	-25	-1.5	-3	-12	-15	-4	-4	2
64	O=C(Nc1nnc(C2CCCC2)s1)C1CCC1	6	1	·	-12	-3	-2	-7	4	0
65	Cc1c2cc(O)c(=O)cc-2oc2cc(O)c(O)cc12	35*![fluorescence artefact?]	-26	i	-256	-12&-29	93*	-2	129*	-318&5
66	COc1ccc(NC2=CC(c3ccccc3)N(c3ccc(OC)cc3)C2=O)cc1 (stereo unspecified)	1	-21	1.1	-13	0	-1	-4	-6	5
67	COCCNC(=O)CN(c1ccc(C)cc1)S(=O)(=O)c1ccccc1	1	-18	0.67	-11	-6	8	-2	7	3

Source: PubChem BioAssay
